High-throughput results from PubChem.
NOD2 RIPK2 PPI = blocks binding of human NOD2 to RIPK2; CHO BLA complementation NOD2-RIPK2, CCF4 ratio; inhibition, % at 4.98 µM; 360,000 tested, 0.38% active; AID 624267; in the data active = inhibition above about 21%;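 also: 0% = vehicle only and 100% = reference blocker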
NR2F2 inh = inhibitors of human COUP-TFII (NR2F2) | HEK293T NGFI-A luciferase reporter, luminescence | inhibition, % at 8.6 µM | 370,000 tested, 0.7% active | P24468;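 active = inhibition above a per-plate cutoff, mean inhibition of test wells between control levels plus 3 SD, cut at about 38% in these data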;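 also: cells cotransfected with COUP-TFII expression vector driving the NGFI-A reporter; 0% = median of COUP-TF2 test wells and 100% = reporter-only cells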
SRC1 inh = inhibits human SRC1 coactivator | Q15788 | HEK293 GAL4-SRC1 luciferase reporter, luminescence | inhibition, % at 3.6 µM | 360,000 tested, 0.12% active | AID 588354;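 active = inhibition above the campaign mean plus 3 SD, with each screening campaign given its own cutoff, cut at about 60% in these data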;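 also: 0% = DMSO treated cells and 100% = gossypol at 36 µM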
SRC2 inh = inhibits human steroid receptor coactivator 2. Q15596. HEK293 GAL4-SRC2 luciferase reporter, luminescence. inhibition, % at 9 µM. 370,000 tested, 0.17% active. AID 651957;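 active = inhibition above the mean inhibition of all tested compounds plus 3 SD, set per campaign, cut at about 52% in these data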;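 also: 0% = DMSO treated cells and 100% = cells given Gossypol at 36 µM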
Target sequence (Q15596 whole entry, looked up, the tested form may be a part): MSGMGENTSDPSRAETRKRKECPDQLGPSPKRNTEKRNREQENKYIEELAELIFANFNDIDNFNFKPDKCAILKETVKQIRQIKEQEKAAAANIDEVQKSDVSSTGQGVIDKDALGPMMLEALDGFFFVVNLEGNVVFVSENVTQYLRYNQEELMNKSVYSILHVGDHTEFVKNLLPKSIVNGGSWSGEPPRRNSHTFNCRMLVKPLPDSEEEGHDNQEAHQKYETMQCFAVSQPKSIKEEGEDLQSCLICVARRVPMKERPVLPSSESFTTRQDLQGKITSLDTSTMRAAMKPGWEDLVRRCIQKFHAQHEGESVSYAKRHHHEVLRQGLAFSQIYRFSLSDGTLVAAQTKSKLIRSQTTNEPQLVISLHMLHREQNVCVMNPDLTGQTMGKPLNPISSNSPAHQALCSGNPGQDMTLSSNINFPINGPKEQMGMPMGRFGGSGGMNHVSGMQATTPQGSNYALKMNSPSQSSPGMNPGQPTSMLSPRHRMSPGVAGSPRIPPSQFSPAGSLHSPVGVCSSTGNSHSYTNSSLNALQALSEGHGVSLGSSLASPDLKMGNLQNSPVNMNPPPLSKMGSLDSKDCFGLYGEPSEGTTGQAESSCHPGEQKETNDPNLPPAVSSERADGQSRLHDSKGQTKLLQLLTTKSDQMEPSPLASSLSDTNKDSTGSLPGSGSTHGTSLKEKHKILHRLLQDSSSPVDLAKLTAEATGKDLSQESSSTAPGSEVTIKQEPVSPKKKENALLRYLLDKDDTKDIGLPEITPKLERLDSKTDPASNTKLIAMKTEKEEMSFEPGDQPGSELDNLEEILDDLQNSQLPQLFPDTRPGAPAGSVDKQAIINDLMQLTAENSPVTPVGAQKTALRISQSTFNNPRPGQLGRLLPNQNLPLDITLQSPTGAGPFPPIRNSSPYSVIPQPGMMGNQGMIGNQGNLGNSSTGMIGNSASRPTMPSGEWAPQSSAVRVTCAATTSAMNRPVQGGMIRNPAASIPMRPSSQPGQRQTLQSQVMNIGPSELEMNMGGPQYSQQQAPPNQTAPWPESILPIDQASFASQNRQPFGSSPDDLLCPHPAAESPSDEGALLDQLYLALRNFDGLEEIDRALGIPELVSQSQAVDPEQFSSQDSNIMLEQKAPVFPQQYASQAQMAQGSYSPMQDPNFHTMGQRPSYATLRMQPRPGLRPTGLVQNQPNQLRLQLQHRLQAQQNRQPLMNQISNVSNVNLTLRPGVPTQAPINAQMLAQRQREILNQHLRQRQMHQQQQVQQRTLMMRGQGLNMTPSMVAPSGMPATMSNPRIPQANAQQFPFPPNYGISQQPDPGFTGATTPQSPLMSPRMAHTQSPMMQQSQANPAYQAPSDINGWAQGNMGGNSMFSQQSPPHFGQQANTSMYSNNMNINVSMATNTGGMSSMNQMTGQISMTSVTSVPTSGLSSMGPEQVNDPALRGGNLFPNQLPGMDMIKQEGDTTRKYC
TLR9-MyD88 block = blocks human TLR9 binding to MyD88 | Q9NR96+Q99836 | CHO BLA complementation TLR9-MyD88, CCF4 FRET ratio | inhibition, % at 4.98 µM | 340,000 tested, 0.21% active | AID 504734;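 active = inhibition above the mean over all tested compounds plus 3 SD, cut at about 21% in these data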;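 also: 0% = DMSO only wells and 100% = clavulanate BLA inhibitor control wells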
ABHD5-PLIN5 inh = ABHD5-PLIN5 protein interaction inhibition | Q00G26+Q8WTS1 | Split G. princeps luciferase complementation, luminescence, 4 h | inhibition, % at 4 µM | 360,000 tested, 0.78% active | AID 602281;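 active = inhibition above the mean inhibition across every tested compound plus 3 SD, cut at about 22% in these data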;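 also: 0% = DMSO only wells and the 100% control is not disclosed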
LMP1 NFkB inh = Epstein-Barr LMP1 NF-kappaB reporter inhibition. LMP1-induced NF-kappaB luciferase reporter cells, luminescence. inhibition, % at 12.5 µM. 350,000 tested, 0.69% active. AID 504558; in the data active = inhibition above about 41%;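 also: 0% = neutral control wells and 100% = reference inhibitor control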
MC4R antagonist = blocks human MC4R cAMP signaling; P32245; inhibition, % at 6.5 µM; AID 540295; MC4R-expressing cells, MTII-stimulated cAMP, LANCE TR-FRET; 360,000 tested, 0.48% active;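 active = inhibition above its plate's cutoff, the mean of tested wells on that plate plus 3 SD, cut at about 29% in these data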;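 also: 0% = Melanotan II alone and 100% = Melanotan II plus saturating MCL0020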
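system = U2OS cells with stable human MC4R expression | also added = Melanotan II challenge after compound preincubation | dosing = one concentration, 6.5 µM nominal | incubation = compound 30 min, challenge 1 h, detection 1 h | measured by = TR-FRET with Eu-cAMP and labeled anti-cAMP, 671 nm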
NR5A2 inv ag = NR5A2 inverse agonism in reporter assay; AID 602396; inhibition, % at 3.6 µM; O00482; 360,000 tested, 0.13% active; HEK293T StAR-luciferase reporter, LRH-1 transfected, 24 h;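 active = inhibition above the mean inhibition of all tested compounds plus 3 SD, cut at about 73% in these data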;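 also: 0% = DMSO wells and 100% = reporter-only cells lacking LRH-1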
SRC3 inh = inhibitors of human steroid receptor coactivator 3 (SRC3); 360,000 tested, 0.17% active; inhibition, % at 3.6 µM; AID 588352; HEK293 GAL4-SRC3 luciferase reporter, luminescence;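 active = inhibition above a per-campaign cutoff, the mean of all compounds plus 3 SD, cut at about 60% in these data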;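 also: 0% = DMSO-treated cells and 100% = gossypol-treated cells at 36 µM; higher means less SRC3-driven luciferase light from the GAL4 reporter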
MC4R ag barr = human MC4R agonism via beta-arrestin; 360,000 tested, 0.98% active; activation, % at 8.9 µM; AID 540308; P32245; U2OS MC4R beta-arrestin complementation, luminescence; percent of melanotan II response, DMSO zero;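 active = activation above a per-plate cutoff, the mean activation of sample wells on that plate plus 3 SD, cut at about 8% in these data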
The depositor's hits bear a star; . = not tested or not shown.

canonical_smiles	NOD2 RIPK2 PPI	NR2F2 inh	SRC1 inh	SRC2 inh	TLR9-MyD88 block	ABHD5-PLIN5 inh	LMP1 NFkB inh	MC4R antagonist	NR5A2 inv ag	SRC3 inh	MC4R ag barr
O=C(O)c1ccc(C=NN=Cc2ccco2)cc1	-6	-9	3	9	-3	5	0	11	2	-16	-0.6
COc1ccc(CCNC(=O)CO/N=C/c2cc3c(cc2Br)OCO3)cc1OC	0	18	4	-2	1	-3	0	20	-10	11	-2.4
CCC(=O)Nc1ccccc1C(=O)N1CCOCC1	2	-4	-2	0	2	-2	-6	-2	4	-6	-1.9
Cc1ccc(S(=O)(=O)C2(C(=O)Nc3ccc(Br)cc3)CC2)cc1	2	20	-3	-48	-3	-2	-2	11	3	5	0.5
COc1ccc(/C=C(/NC(=O)c2ccccc2)C(=O)Nc2cccc(C(=O)O)c2)cc1	1	26	7	-5	-1	6	4	0	-13	-10	-3.0
CCc1ccccc1CC1CN(Cc2ccccc2)Cc2ccccc2N1c1ccc(OC)cc1 (stereo not given)	6	1	.	-3	.	-9	.	.	11	.	.
CCc1cccc(CC)c1-n1c(-c2cccnc2)n[nH]c1=S	-9	10	4	1	-8	0	-4	22	-4	-11	-3.0
O=C(CSc1nnc(-c2ccccc2)o1)Nc1ccccc1F	-10	24	-72	24	5	-5	53*	12	-77	-39	0.8
COc1ccc(C(Nc2ccc(S(=O)(=O)NCC3CCCO3)cc2)C(=O)NC(C)(C)C)cc1OC (stereo not given)	-17	-6	8	-8	-13	0	3	8	8	14	1.0
N#CCSc1ccccc1NC(=O)COC(=O)CCNC(=O)c1ccc([N+](=O)[O-])cc1	-3	9	-14	9	1	3	-6	-1	-10	8	-2.1
Cc1ccc(-c2nnn3c2nc(NCCc2ccc(S(N)(=O)=O)cc2)c2ccccc23)cc1	-6	9	-17	-21	-13	-7	-11	-7	-6	-18	-2.5
COc1ccc(OC)c(C2=NOC(C(=O)NCc3ccco3)C2)c1 (stereo not given)	6	28	8	10	-5	7	1	-10	5	8	-1.6
CC1(C(=O)NNC(=O)C2CCCCC2)CC1(Cl)Cl (stereo not given)	4	6	5	-15	11	3	4	9	2	7	-0.9
O=C(COc1ccc(F)cc1)NCCN1CCCC1	9	7	-7	2	-16	-7	-8	-12	2	-11	2.7
COc1cc(/C=C/C(=O)OCC(=O)Nc2c(C)n(C)n(-c3ccccc3)c2=O)cc(OC)c1OC	3	7	8	8	-5	8	-2	0	9	-8	1.7
COc1ccc(C(CCO)NC(=O)c2cccs2)cc1OC (stereo not given)	-2	-10	6	10	-1	-2	-6	10	13	2	-1.4
COc1ccc2[nH]c3c(=O)n(CCCN4CCOCC4)cnc3c2c1	-5	-3	16	-18	2	12	-5	4	-2	11	4.4
CN(C)C(=S)NC(=O)C12CC3(C)CC(C)(CC(C)(C3)C1)C2	-8	-23	-16	-30	.	-5	-7	14	-1	25	-2.0
Cc1ccc(-c2c(C)n([O-])c3c([n+]2=O)CCCC3)o1	1	-19	5	-30	4	8	-5	8	5	-12	-0.5
CN(CCc1ccccn1)C1CCCN(S(=O)(=O)c2ccccc2Cl)C1 (stereo not given)	-12	-5	1	-6	2	2	-4	4	3	-11	-0.8
CCCCc1ccc(NC(=O)CSc2nc(=O)n(CCN3CCOCC3)c3c2CCC3)cc1	-9	-3	-10	-5	-6	6	5	5	-8	-2	2.8
CC(=O)N1CCN(S(=O)(=O)c2cccc(C(=O)Nc3ccc(F)c(F)c3)c2)CC1	11	7	0	-6	1	5	-11	11	-1	-1	-1.5
Cc1ccc(S(=O)(=O)N2CCOCC2)cc1NC(=O)COC(=O)Cc1ccccc1	2	3	7	-1	-4	4	-3	4	23	10	-1.4
O=C(c1ccc2ncsc2c1)N1CCN(c2ccccc2Cl)CC1	1	-3	-17	-7	-3	1	-13	-6	-19	-28	-0.4
Cc1cccc(NS(=O)(=O)c2ccc(S(=O)(=O)N3CCCC3)cc2)c1	-2	5	-2	18	3	-6	-1	10	4	-16	0.2
Cc1ccccc1OCC(=O)Nc1nnc(-c2ccco2)s1	6	20	-18	-19	3	0	9	3	-3	25	2.8
CC(C)N(CCCNC(=O)c1ccc(CS(=O)(=O)c2c(Cl)cccc2Cl)o1)Cc1ccccc1	-6	-9	4	-21	0	4	0	-2	10	-9	0.1
Cc1cc(C)cc(N(CC(=O)NC(C)(C)C)C(=O)CCC(=O)Nc2ccccn2)c1	4	-18	10	-21	-5	1	5	0	14	1	-1.3
COc1cc(C)c(S(=O)(=O)N2CCOCC2)cc1C	3	12	-9	-24	5	-4	1	9	-13	17	0.4
O=C(NC1CCCCC1)C(=S)N1CCCC1	-19	0	-7	-8	-2	6	-2	4	4	9	1.8

Compound profiles, as listed above. Values in the order: NOD2 RIPK2 PPI, NR2F2 inh, SRC1 inh, SRC2 inh, TLR9-MyD88 block, ABHD5-PLIN5 inh, LMP1 NFkB inh, MC4R antagonist, NR5A2 inv ag, SRC3 inh, MC4R ag barr
Entry for CCc1ccccc1CC1CN(Cc2ccccc2)Cc2ccccc2N1c1ccc(OC)cc1 (stereo not given) = 6, 1, ., -3, ., -9, ., ., 11, ., .
Entry for COc1ccc(/C=C(/NC(=O)c2ccccc2)C(=O)Nc2cccc(C(=O)O)c2)cc1 = 1, 26, 7, -5, -1, 6, 4, 0, -13, -10, -3.0

Next entries follow:
canonical_smiles	NOD2 RIPK2 PPI	NR2F2 inh	SRC1 inh	SRC2 inh	TLR9-MyD88 block	ABHD5-PLIN5 inh	LMP1 NFkB inh	MC4R antagonist	NR5A2 inv ag	SRC3 inh	MC4R ag barr
CCC(=O)N1CCN=C1SCc1cc(C)ccc1C	-8	-8	-1	18	0	3	-2	-2	-6	22	-1.3
Cn1c(SCC(=O)Nc2ccc(N3CCOCC3)cc2)nnc1-c1ccccc1	0	6	-6	-5	9	-3	-8	2	58	13	1.7
CC(=O)Nc1ccc(S(=O)(=O)NN=Cc2ccc(Cl)c(Cl)c2)cc1	3	1	-22	-4	6	-1	6	6	12	-11	-0.4
COc1ccc(C)cc1NC(=O)C1CCCN(S(=O)(=O)c2cccc3nonc23)C1 (stereo not given)	-8	9	14	3	-1	-2	3	3	1	10	-1.5
CCOC(=O)c1cnc2c(c(C)nn2C)c1Oc1ccc(OC)cc1	1	15	-2	9	.	4	.	14	2	2	-0.4
Cc1ccc(NC(=O)c2oc3ccc(S(=O)(=O)N4CCC5(CC4)OCCO5)cc3c2C)cc1C	-12	-20	1	-55	-9	13	12	10	13	12	0.7
CCCCNC(=O)C1C(c2ccc(C(F)(F)F)cc2)=Nc2ccccc2N1C(C)=O (stereo not given)	-15	9	.	-14	.	-8	.	.	10	.	.
CC(=O)c1cccc(NC(=O)N2CCCC2C(=O)NCc2ccc3c(c2)OCO3)c1 (stereo not given)	7	3	-5	5	1	-4	8	2	-2	12	-1.0
O=C(NCc1ccccn1)C(C(=O)c1cccc([N+](=O)[O-])c1)n1cc(Cl)ccc1=O (stereo not given)	1	5	-2	9	4	-1	-11	-2	-20	-8	-3.5
O=S(=O)(NCCNc1ncc(C(F)(F)F)cc1Cl)C(F)(F)F	-2	-6	-19	-7	-3	-5	10	16	-2	-2	-0.5

Compounds above with a Cl atom, in the order listed:
canonical_smiles	NOD2 RIPK2 PPI	NR2F2 inh	SRC1 inh	SRC2 inh	TLR9-MyD88 block	ABHD5-PLIN5 inh	LMP1 NFkB inh	MC4R antagonist	NR5A2 inv ag	SRC3 inh	MC4R ag barr
CC1(C(=O)NNC(=O)C2CCCCC2)CC1(Cl)Cl (stereo not given)	4	6	5	-15	11	3	4	9	2	7	-0.9
CN(CCc1ccccn1)C1CCCN(S(=O)(=O)c2ccccc2Cl)C1 (stereo not given)	-12	-5	1	-6	2	2	-4	4	3	-11	-0.8
O=C(c1ccc2ncsc2c1)N1CCN(c2ccccc2Cl)CC1	1	-3	-17	-7	-3	1	-13	-6	-19	-28	-0.4
CC(C)N(CCCNC(=O)c1ccc(CS(=O)(=O)c2c(Cl)cccc2Cl)o1)Cc1ccccc1	-6	-9	4	-21	0	4	0	-2	10	-9	0.1
CC(=O)Nc1ccc(S(=O)(=O)NN=Cc2ccc(Cl)c(Cl)c2)cc1	3	1	-22	-4	6	-1	6	6	12	-11	-0.4
O=C(NCc1ccccn1)C(C(=O)c1cccc([N+](=O)[O-])c1)n1cc(Cl)ccc1=O (stereo not given)	1	5	-2	9	4	-1	-11	-2	-20	-8	-3.5
O=S(=O)(NCCNc1ncc(C(F)(F)F)cc1Cl)C(F)(F)F	-2	-6	-19	-7	-3	-5	10	16	-2	-2	-0.5

Only part of the results is shown (hit frequency here may not be typical).
